Source: PubChem BioAssay
UTI89 phage lysis: inhibition of K1F phage lysis, E. coli UTI89, bacterial capsule biogenesis inhibitors, alamar blue (AID 488966); 340,000 tested, 0.02% active; inhibition, % at 100 µM; hits with a dose series show IC50 in µM; E. coli UTI89 K1F phage lysis, alamar blue, 2 h; higher % means a stronger effect;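 active = phage lysis inhibition, versus mean bacterial control, above a set limit; inconclusive = no clear call, values can overlap the other calls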;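 note: capsule biogenesis inhibitors block K1F phage lysis so surviving cells raise fluorescence; higher fluorescence means more inhibition of phage lysis; actives were called in the ten point dose series up to 300 µM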
M17LAP inhibition: P. falciparum M17LAP inhibitors, primary screen, biochemical, fluorogenic H-Leu-NHMec substrate, 1536-well (AID 1619) | recombinant M17LAP, H-Leu-NHMec fluorogenic kinetic assay; higher % means a stronger effect | inhibition, % at 30 µM, or IC50 in µM where a hit was titrated | 220,000 tested, 0.38% active;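 active = compound inhibiting the enzyme by more than half at any dose during confirmatory dose-response retesting; inconclusive = strong single-dose inhibitors picked by rank but not retested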;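 note: plate controls were full reaction with DMSO carrier for no effect and no enzyme background for full effect; strong numbers were not always called active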
human PMI inhibition: inhibitors of human PMI, primary screen, biochemical, fluorescence intensity, coupled assay (AID 1209); purified PMI enzyme, coupled fluorescence intensity; higher % means a stronger effect; inhibition, % at 20 µM; hits with a dose series show IC50 in µM; 190,000 tested, 0.42% active;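 note: plate controls were DMSO vehicle for no effect and wells lacking substrate for full effect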
Lipid droplet: modulators of hepatic lipid droplet formation. 240,000 tested, 0.4% active. AID 1656. inhibition, % at 6.5 µM. AML12 mouse hepatocytes, oleate lipid droplets, BODIPY imaging;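 active = lipid droplet intensity inhibited by at least 50%, with more than 500 cells counted; inconclusive = wells with under 300 cells, treated as cytotoxic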
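Technique: fluorescence imaging, 20x objective, two fields per well / Assay system: AML12 hepatocytes (mouse) / Measure: % inhibition of lipid droplet signal / Doses: 6.5 µM single-point dosing / Incubation: overnight exposure / Reagent: 100 µM oleic acid challenge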
P. falciparum M1AAP: malaria alanyl aminopeptidase activity blockers – biochemical, fluorogenic H-Leu-NHMec substrate, 1536-well (AID 1445); recombinant M1AAP, H-Leu-NHMec fluorogenic kinetic assay; higher % means a stronger effect; 220,000 tested, 0.42% active; one-dose inhibition, % at 30 µM; IC50 in µM for titrated hits;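 active = primary inhibition above the hit cutoff, then over 50% inhibition at one or more dose response concentrations, cut at about 23% in these data, passing the limit was not always enough; inconclusive = conflicting primary data, or primary hits not chosen for dose response; inactive = low primary inhibition, or under 50% at every dose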;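 note: plate controls were DMSO full reaction for no effect and no enzyme background for full effect; strong numbers were not always called active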
human PMI inhibitors: human PMI inhibitors, high substrate, primary screen, biochemical, fluorescence intensity, high mannose 6-phosphate (AID 1220) | one-dose inhibition, % at 20 µM; IC50 in µM for titrated hits | recombinant PMI enzyme, coupled fluorescence intensity; higher % means a stronger effect | 190,000 tested, 0.66% active
Siah-1 displacement: blockers of Siah-1 interaction with plectin peptide – biochemical, fluorescence polarization, rhodamine-plectin, uHTS, primary screen (AID 1817); one-dose displacement, % at 20 µM; IC50 in µM for titrated hits; 290,000 tested, 0.02% active; Siah-1 / rhodamine-plectin peptide fluorescence polarization; higher % means a stronger effect;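 active = displacement of at least 50% at 20 µM, with a fluorescence ratio check between 0.3 and a set limit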;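 note: plate controls were Siah plus tracer with DMSO for no effect and tracer alone without Siah for full effect; strong numbers were not always called active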
XIAP displacement: XIAP antagonists, biochemical, IAP family, fluorescence polarization (AID 1018); XIAP BIR domain, fluorescence polarization peptide displacement; higher % means a stronger effect; displacement, % at 20 µM; hits with a dose series show IC50 in µM; 200,000 tested, 0.007% active; in the data active = displacement above about 50%; note: a part of the inactive calls stands beside numbers as strong as those of hits
TNAP activators: human TNAP enzyme activators, primary screen, biochemical, luminescent, no phosphate acceptor, uHTS (AID 1001). 200,000 tested, 0.03% active. activation fold at 20 µM; hits with a dose series show EC50 in µM. purified TNAP, luminescent activation assay, no phosphate acceptor; higher activation fold means a stronger effect; in the data active = activation fold from about 3, or a potency from the dose series; inactive = the rest, 99 in 100 with activation fold below about 1.6; note: many of its hits are not listed in these tables
Lipid droplet cells 6.5 µM: also measured in Lipid droplet; calls as there; cell count; measured here: cell count, cytotoxicity flag;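 cells counted across two imaged fields per well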
* marks the source's active call; other numbers are inactive results; u = inconclusive; x = not tested or not shown; [ ] = dose if it differs, or a comment. Cut-off read from the data, not from the text of the source, unless noted: active = inhibition above about 50%; inactive = the rest.

nr	Compound	UTI89 phage lysis	M17LAP inhibition	human PMI inhibition	Lipid droplet	Lipid droplet cells 6.5 µM
1	O=[N+]([O-])c1ccc2cn[nH]c2c1	-3.2%	31%	-9%	-5	720
2	COc1ccc(-n2nc3cc(C)c(NC(C)=O)cc3n2)cc1	-0.4%	-50%	2%	4	544
3	Cn1c(=O)c2ncn(CC(=O)O)c2n(C)c1=O	0.0%	15%	x	0	697
4	Cc1cc(=O)n2cccc(O)c2n1	-1.8%	x	71%*	18	657
5	COc1ccc(C)cc1Cn1c(S(C)(=O)=O)nc2ccccc21	1.6%	-3%	31%	0	649
6	CC1CCN(C(=O)COc2ccccc2F)CC1	1.0%	12%	0%	x	x
7	CS(=O)(=O)N1Cc2ccccc2CC1C(=O)OCC(=O)Nc1ccc2ccccc2c1 (stereo not given)	1.7%	7%	2%	23	810
8	COc1cccc(C2C(C#N)=C(N)N(c3ncn[nH]3)C3=C2C(=O)CCC3)c1 (stereo not given)	2.5%[50 µM]	28%	-6%	-2	629

nr	P. falciparum M1AAP	human PMI inhibitors	Siah-1 displacement	XIAP displacement	TNAP activators
1	20%	1%	1%	-12%	0.6
2	15%	5%	3%	-0.9%	1
3	3%	x	5%	x	x
4	x	23µM*	-3%	-1.1%	1.1
5	4%	29%	-5%	-18%	1.1
6	-5%	0%	-4%	-16%	1.1
7	1%	3%	16%	-5.2%	1
8	10%	-4%	-1%	-6.1%	1.1

The closing two records of the section above are carried over, then new ones follow.
nr	Compound	UTI89 phage lysis	M17LAP inhibition	human PMI inhibition	Lipid droplet	Lipid droplet cells 6.5 µM
7	CS(=O)(=O)N1Cc2ccccc2CC1C(=O)OCC(=O)Nc1ccc2ccccc2c1 (stereo not given)	1.7%	7%	2%	23	810
8	COc1cccc(C2C(C#N)=C(N)N(c3ncn[nH]3)C3=C2C(=O)CCC3)c1 (stereo not given)	2.5%[50 µM]	28%	-6%	-2	629
9	CCc1cccc(C)c1NC(=S)N1CCCCC1c1cccnc1 (stereo not given)	0.1%	-3%	x	-11	741
10	O=C(c1ccc(S(=O)(=O)Nc2ccc(F)cc2)cc1)N1CCN(C(=O)c2ccco2)CC1	6.1%	-5%	10%	-6	767
11	Cc1ccccc1C(=O)Nc1ccccc1Sc1ccccc1	0.5%	12%	1%	-24	756
12	CC(C)(C)c1ccc(C(=O)NCC(=O)OCC(=O)Nc2ccccc2[N+](=O)[O-])cc1	0.3%	23%	11%	0	651
13	COc1cc(/C=C(\C#N)C(=O)NCC2CCCO2)ccc1OCC(N)=O (stereo not given)	0.0%	9%	2%	1	705
14	O=C(COC(=O)CNC(=O)c1cccc([N+](=O)[O-])c1)NCc1ccco1	0.4%	-2%	-12%	0	723
15	CN(C)S(=O)(=O)c1ccc(C(=O)Nc2nnc(SCc3ccccc3)s2)cc1	2.5%	6%	-2%	u	x
16	Cc1ccc(S(=O)(=O)N2CCC(C(=O)N[C@@H](C)C(=O)NC3CCCCC3)CC2)cc1	0.0%	3%	4%	x	x

nr	P. falciparum M1AAP	human PMI inhibitors	Siah-1 displacement	XIAP displacement	TNAP activators
7	1%	3%	16%	-5.2%	1
8	10%	-4%	-1%	-6.1%	1.1
9	1%	x	5%	x	x
10	8%	7%	2%	-14%	1
11	3%	-6%	1%	-0.8%	1.1
12	5%	15%	-8%	-1.7%	1
13	13%	1%	4%	0.9%	1
14	3%	-10%	0%	-6.1%	1.1
15	-2%	-10%	-3%	-8.8%	1
16	1%	12%	2%	-2.3%	1.1

The list goes on:
nr	Compound	UTI89 phage lysis	M17LAP inhibition	human PMI inhibition	Lipid droplet	Lipid droplet cells 6.5 µM
17	Cc1c(Nc2nc3ccccc3nc2N2CCN(c3ccccc3)CC2)c(=O)n(-c2ccccc2)n1C	-0.1%	10%	3%	5	702
18	CCOC(=O)C1(CCOC)CCN(Cc2ccc3nonc3c2)CC1	-0.4%[50 µM]	-5%	x	1	699
19	COC(=O)[C@H](Cc1ccccc1)NC(=O)NCCc1ccc(F)cc1	x	5%	x	16	706
20	C=CCN=C1CC(C)(C)CC(=O)/C1=C(\O)CCCN1C(=O)c2ccccc2C1=O	0.0%	-6%	0%	12	660
21	N#Cc1ccccc1Oc1ccccc1C=O	0.2%	4%	-3%	17	711
22	O=C(Oc1ccc(-c2cnc3ccccc3n2)cc1)c1cccc([N+](=O)[O-])c1	0.3%	2%	8%	-5	656
23	Cc1cccc(OCCCSc2nc3ccc(C)cc3[nH]2)c1	-0.6%	-5%	15%	-6	609
24	COC(=O)c1ccccc1COn1c(=O)c(C)[n+]([O-])c2ccccc21	4.4%	-11%	10%	-26	772

nr	P. falciparum M1AAP	human PMI inhibitors	Siah-1 displacement	XIAP displacement	TNAP activators
17	3%	-10%	2%	-3.4%	1.1
18	5%	x	14%	x	x
19	1%	x	3%	x	x
20	1%	-2%	-3%	-5.6%	1
21	8%	1%	3%	-1.4%	1.1
22	-3%	7%	4%	-1.1%	1.2
23	-1%	18%	7%	-6.0%	1.8
24	12%	9%	0%	-3.5%	1.1

Some entries already given, limited to M17LAP inhibition, Siah-1 displacement and XIAP displacement:
nr | Structure | M17LAP inhibition | Siah-1 displacement | XIAP displacement
20 | C=CCN=C1CC(C)(C)CC(=O)/C1=C(\O)CCCN1C(=O)c2ccccc2C1=O | -6% | -3% | -5.6%
18 | CCOC(=O)C1(CCOC)CCN(Cc2ccc3nonc3c2)CC1 | -5% | 14% | x
22 | O=C(Oc1ccc(-c2cnc3ccccc3n2)cc1)c1cccc([N+](=O)[O-])c1 | 2% | 4% | -1.1%
17 | Cc1c(Nc2nc3ccccc3nc2N2CCN(c3ccccc3)CC2)c(=O)n(-c2ccccc2)n1C | 10% | 2% | -3.4%

New compounds follow
nr	Compound	UTI89 phage lysis	M17LAP inhibition	human PMI inhibition	Lipid droplet	Lipid droplet cells 6.5 µM
25	C=CCSc1ncnc2sc(C)c(C)c12	-0.1%	8%	8%	14	623
26	O=C(CSc1nc2ccsc2c(=O)n1NC(=O)c1ccccc1)NCc1ccco1	5.2%	-7%	-5%	x	x
27	CC(C)(C)N(NC(=O)c1ccccc1)C(=O)c1cccc(C(=O)N(NC(=O)c2ccccc2)C(C)(C)C)c1	3.7%	-3%	-1%	x	x
28	COc1cc(OC)nc(NC(=O)C(C)C)n1	0.3%	-4%	-2%	x	x
29	CCN(CC)CCN1C(=O)C(O)=C(C(=O)c2cccs2)C1c1ccccn1 (stereo not given)	1.8%	5%	-8%	1	823
30	CN1CCN(CC#CCC(O)(c2ccccc2)C2CCCC2)CC1 (stereo not given)	0.9%	-23%	-7%	-17	738
31	CN1CCc2cc(Cl)c(O)cc2[C@@H](c2ccccc2)C1	1.8%	-1%	-1%	-2	710
32	Cc1ccc(Sc2ccc([N+](=O)[O-])cc2[N+](=O)[O-])nc1	-0.3%	12%	-10%	-4	670

nr	P. falciparum M1AAP	human PMI inhibitors	Siah-1 displacement	XIAP displacement	TNAP activators
25	-4%	11%	-5%	-7.2%	1
26	72µM*	-1%	2%	-4.4%	1
27	6%	6%	-2%	-0.1%	1.1
28	0%	-7%	-5%	-4.1%	1.2
29	7%	-29%	0%	-4.2%	1.1
30	9%	-7%	15%	-7.9%	1.1
31	-1%	3%	2%	-20%	1
32	3%	4%	4%	-7.2%	1.1

Results in sequence from the list:
human PMI inhibition, compounds 29 to 32 → -8%, -7%, -1%, -10%

Ordered by the number under M17LAP inhibition (falling): 4 of the compounds above.
| nr | SMILES | M17LAP inhibition |
| --- | --- | --- |
| 25 | C=CCSc1ncnc2sc(C)c(C)c12 | 8% |
| 31 | CN1CCc2cc(Cl)c(O)cc2[C@@H](c2ccccc2)C1 | -1% |
| 28 | COc1cc(OC)nc(NC(=O)C(C)C)n1 | -4% |
| 26 | O=C(CSc1nc2ccsc2c(=O)n1NC(=O)c1ccccc1)NCc1ccco1 | -7% |

(list continues)
nr	Compound	UTI89 phage lysis	M17LAP inhibition	human PMI inhibition	Lipid droplet	Lipid droplet cells 6.5 µM
33	O=C(N/N=C(\Cc1ncc[nH]1)c1ccccc1)c1cccnc1	1.7%	1%	-6%	-12	665
34	COc1cccc(OCC(O)CN2C(C)CCCC2C)c1 (stereo not given)	0.4%	0%	6%	x	x
35	COc1ccc(CCNC(=O)C/C(C)=N/NC(=O)C(c2ccccc2)c2ccccc2)cc1OC	-0.2%	4%	x	0	707
36	CCOc1ccc(C(=O)C(CCC(CN(C)C)C(=O)c2ccc(OCC)cc2)CN(C)C)cc1 (stereo not given)	0.9%	7%	3%	-12	547
37	O=C(O)c1ccc(CN2CCOCC2)o1	-0.1%	-14%	3%	1	693
38	COc1cccc(CN2CCNC(=O)C2CC(=O)N(Cc2cnn(C)c2)C(C)C)c1 (stereo not given)	0.3%	x	6%	0	706
39	Cc1nnc(N2CCCCC2)c2ccccc12	0.6%	-4%	5%	-4	721
40	COc1ccc(-c2cn3cc(C)ccc3n2)cc1F	5.3%	2%	-3%	5	667

nr	P. falciparum M1AAP	human PMI inhibitors	Siah-1 displacement	XIAP displacement	TNAP activators
33	17%	7%	2%	-9.2%	0.9
34	-3%	1%	4%	-6.0%	1.1
35	0%	x	-1%	x	x
36	13%	10%	0%	-1.9%	1.1
37	5%	1%	2%	-3.4%	1.1
38	x	10%	0%	-6.1%	1
39	5%	6%	1%	1.0%	1.1
40	-4%	-8%	-3%	1.6%	1.1

Further entries follow:
nr	Compound	UTI89 phage lysis	M17LAP inhibition	human PMI inhibition	Lipid droplet	Lipid droplet cells 6.5 µM
41	CC(=O)OCC(=O)[C@@]12OC3(CCCC3)O[C@@H]1C[C@H]1[C@@H]3CCC4=CC(=O)C=C[C@]4(C)[C@@]3(F)[C@@H](O)C[C@@]12C	2.3%	-5%	11%	14	688
42	COc1ccc(-c2csc(NC(=O)c3ccccc3NS(=O)(=O)c3ccc(F)c(F)c3)n2)cc1	0.0%	4%	10%	-23	647
43	C=CCOc1nc2c(c(=O)n(Cc3ccc(Cl)cc3)c(=O)n2C)n1C	1.7%	-3%	-3%	x	x
44	COc1cc(NC(=O)COC(=O)/C=C/c2ccc(O)c(OC)c2)cc(OC)c1	-0.2%	4%	13%	4	709
45	Cc1ccc(C(=O)NCC(=O)OCC(=O)NC(C)c2ccccc2)s1 (stereo not given)	1.5%	32%	2%	-1	597

nr	P. falciparum M1AAP	human PMI inhibitors	Siah-1 displacement	XIAP displacement	TNAP activators
41	-1%	13%	13%	-4.3%	1.1
42	u	7%	15%	-1.8%	0.9
43	-1%	0%	-2%	-8.1%	1.1
44	-2%	15%	18%	-2.8%	1.1
45	40µM*	8%	-2%	-19%	1.1
